High-throughput results as filed in PubChem BioAssay.
PMI inhibition = human PMI inhibitors, high substrate, primary screen, biochemical, fluorescence intensity, high mannose 6-phosphate (AID 1220) | recombinant PMI enzyme, coupled fluorescence intensity; higher % means a stronger effect | one-dose inhibition, % at 20 µM; IC50 in µM for titrated hits | 0.66% of 190,000 active | Mannose-6-phosphate isomerase (Homo sapiens); in the data active = inhibition above about 50%
West Nile virus CPE = West Nile virus antiviral activity, cell-based, CPE readout (AID 1621) | 0.02% of 290,000 active | CPE inhibition, % at 10 µM; hits with a dose series show IC50 in µM | West Nile virus-infected cells, CPE inhibition; higher % means a stronger effect; in the data active = a potency from the dose series; inconclusive = CPE inhibition mostly from about 3.7% at the one dose, without a potency; inactive = the rest, 99 in 100 with CPE inhibition below about 2.2%; note: strong numbers were not always called active
Yfh1-depleted yeast = enhancers of respiration in Yfh1-depleted yeast, dose response, Friedreich's ataxia, plus single-dose screen (AID 1465); S. cerevisiae Yfh1-off respiration, WST-1 reduction, 72 h; higher fold induction means a stronger effect; one-dose fold induction at 50 µM; EC50 in µM for titrated hits; 0.074% of 220,000 active;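 active = fold induction of absorbance versus untreated yeast above a set limit, then at least 30% activation at any dose in follow-up; inconclusive = repeats straddling the limit, or above it without dose testing; inactive = fold induction below the set limit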;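 note: activators that raise dye reduction in frataxin-depleted yeast; strong numbers were not always called active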
SIAH1 antagonists = Siah-1 peptide-binding antagonists, primary screen, biochemical, fluorescence polarization, rhodamine-plectin, uHTS (AID 1817). displacement, % at 20 µM; hits with a dose series show IC50 in µM. 0.02% of 290,000 active. Siah-1 / rhodamine-plectin peptide fluorescence polarization; higher % means a stronger effect;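 active = displacement of at least 50% at 20 µM, with a fluorescence ratio check between 0.3 and a set limit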;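 note: plate controls were Siah plus tracer with DMSO for no effect and tracer alone without Siah for full effect; strong numbers were not always called active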
M1AAP inhibition = P. falciparum M1AAP inhibitors, biochemical, fluorogenic H-Leu-NHMec substrate, 1536-well (AID 1445); Aminopeptidase N (Plasmodium falciparum (isolate 3D7)); recombinant M1AAP, H-Leu-NHMec fluorogenic kinetic assay; higher % means a stronger effect; inhibition, % at 30 µM, or IC50 in µM where a hit was titrated; 0.42% of 220,000 active;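 active = primary inhibition above the hit cutoff, then over 50% inhibition at one or more dose response concentrations, cut at about 23% in these data, passing the limit was not always enough; inconclusive = conflicting primary data, or primary hits not chosen for dose response; inactive = low primary inhibition, or under 50% at every dose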;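 note: plate controls were DMSO full reaction for no effect and no enzyme background for full effect; strong numbers were not always called active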
M17LAP inhibition = P. falciparum M17LAP inhibitors, primary screen, biochemical, fluorogenic H-Leu-NHMec substrate, 1536-well (AID 1619); one-dose inhibition, % at 30 µM; IC50 in µM for titrated hits; recombinant M17LAP, H-Leu-NHMec fluorogenic kinetic assay; higher % means a stronger effect; 0.38% of 220,000 active;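 active = compound inhibiting the enzyme by more than half at any dose during confirmatory dose-response retesting; inconclusive = strong single-dose inhibitors picked by rank but not retested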;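 note: plate controls were full reaction with DMSO carrier for no effect and no enzyme background for full effect; strong numbers were not always called active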
XIAP displacement = XIAP antagonists, biochemical, IAP family, fluorescence polarization (AID 1018) | E3 ubiquitin-protein ligase XIAP (Homo sapiens) | XIAP BIR domain, fluorescence polarization peptide displacement; higher % means a stronger effect | one-dose displacement, % at 20 µM; IC50 in µM for titrated hits | 0.007% of 200,000 active; in the data active = displacement above about 50%; note: a part of the inactive calls stands beside numbers as strong as those of hits
ER stress rescue = rescue of cells from ER stress-induced death, primary screen, 384-well, CSM14.1, thapsigargin, ATP luminescence (AID 1222) | CSM14.1 thapsigargin-induced death rescue, ATP luminescence; higher % means a stronger effect | cellular ATP content (survival), % at 20 µM, or EC50 in µM where a hit was titrated | 190,000 tested, under 10 active;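 active = EC50 below 50 µM in the dose-response confirmation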;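 note: death triggered by thapsigargin at about 15 µM added after 2 h compound pretreatment; cell ATP read after overnight thapsigargin exposure of roughly 18 to 22 hours; normalized against plate controls of thapsigargin alone and 5% DMSO vehicle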
Salmonella PhoP GFP = inhibitors of PhoP regulon expression, primary screen, Salmonella Typhimurium, GFP reporter (AID 1863); S. Typhimurium PhoP-regulated promoter GFP reporter, 4 h; higher % means a stronger effect; inhibition, % at 50 µM; hits with a dose series show IC50 in µM; 0.16% of 300,000 active;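 active = inhibition over 29.93%, a cutoff 3 SD above the screen mean, later confirmed by dose response; inconclusive = inhibition over 29.93% but no dose response follow-up; inactive = inhibition at most 29.93% or unconfirmed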;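 note: 0% = low Mg2+ inducing control and 100% = high Mg2+ repressing control; strong numbers were not always called active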
An asterisk follows results filed as active; i = inactive; u = inconclusive; x = no result given.

Value order – Yfh1-depleted yeast	M1AAP inhibition	Salmonella PhoP GFP	ER stress rescue	XIAP displacement	M17LAP inhibition	West Nile virus CPE	SIAH1 antagonists	PMI inhibition
- COCCCNC(=S)NCCCNc1nc2cc(C)cc(C)c2cc1C#N
→ i	4%	-3%	1.3%	12%	-17%	-1.0%	5%	-148%
- C/C(=N\NC(=O)c1cccc(S(=O)(=O)N2CCCC2)c1)c1cccs1
→ i	3%	1%	1.8%	-5.9%	1%	-0.6%	1%	-7%
- O=C(C1CCCN(S(=O)(=O)c2ccc(Br)s2)C1)N1CCCCCC1 (stereo unspecified)
→ i	14%	-5%	-3.2%	-8.1%	-10%	0.2%	-3%	8%
- Cc1ccc(C2(c3noc(CN(C)Cc4cnn(C)c4)n3)CCCC2)cc1
→ i	5%	-4%	5.0%	-5.3%	4%	0.0%	-4%	6%
- Cc1ccccc1CN1C[C@@H]2C[C@@H](c3cnc(N4CCOCC4)s3)N3CCC[C@@]23C1=O
→ i	5%	0%	7.9%	-4.8%	19%	u	0%	x
- C=CCOCCN(CC)CC
→ i	0%	0%	x	x	-3%	0.2%	6%	x
- CCOc1ccccc1COC(=O)c1cccc(-n2cnnn2)c1
→ i	4%	-4%	2.5%	-1.3%	-6%	0.4%	-3%	10%
- C=CCn1c(Sc2nncn2C)nc2c1c(=O)[nH]c(=O)n2C
→ i	-3%	9%	-1.4%	-5.2%	0%	-0.2%	-6%	-9%
- COC(CNC(=O)c1ccc2nc(-c3ccccc3)c(-c3ccccc3)nc2c1)OC
→ i	10%	14%	-0.7%	-5.0%	-6%	-0.4%	-2%	-23%
- CCN1CCN(c2nc(-c3ccccn3)nc3ccccc23)CC1
→ i	1%	17%	-0.2%	-5.7%	-3%	-2.3%	-2%	9%
- COCC(C)n1c(=O)sc2ccccc2c1=O (stereo unspecified)
→ i	-2%	-3%	-0.9%	-4.9%	2%	0.1%	2%	-8%
- COc1cc(CNCc2ccccn2)ccc1OCc1ccc(Cl)c(Cl)c1
→ i	-8%	3%	-2.2%	-5.7%	-1%	-1.9%	-4%	-7%
- Cc1ccccc1Cn1c2ccccc2c2cnn(CC(=O)NCc3ccco3)c(=O)c21
→ i	6%	-15%	x	x	5%	-0.1%	9%	x
- C=CCSc1nc(C)c(CC(=C)C)c(=O)[nH]1
→ i	-2%	9%	-1.5%	-6.6%	-2%	0.5%	2%	-4%
- CCOC(=O)N1CCC(NC(=O)c2sc(-n3cccc3)nc2C)CC1
→ i	6%	-9%	-1.1%	-5.7%	1%	0.1%	3%	14%
- O=C1CN(C(=O)CSc2nc3cc(Cl)ccc3c(=O)n2Cc2ccccc2)c2ccccc2N1
→ i	2%	-4%	-0.3%	-2.4%	-3%	-0.3%	-3%	12%
- NC(=O)c1nnsc1Sc1c(C(N)=O)nnn1-c1cccc(N)c1
→ i	4%	18%	0.1%	-2.2%	2%	-0.1%	-4%	-7%
- CCCOc1ccc(C(=O)c2nc3c(n2O)CCCC3)cc1
→ i	5%	-15%	-0.4%	1.7%	30%	-0.2%	2%	-4%
- COc1ccccc1NC(=O)CCC(=O)OCc1ccc(Cl)cc1
→ i	1%	-2%	-0.7%	-6.7%	1%	0.3%	-4%	-10%
- O=[N+]([O-])c1cccc(C(=S)N2CCCC2)c1
→ i	-3%	5%	-1.2%	-5.0%	4%	-0.4%	0%	-4%
- CCC(C)(C(=O)NC1CCCCC1)N(C(=O)C1CCC(=O)N1)c1ccc(C)cc1 (stereo unspecified)
→ i	8%	-6%	-2.8%	-7.0%	-4%	-0.4%	4%	-1%
- COC(=O)C1=C(C)N=C2SC(C)C(=O)N2C1c1cccs1 (stereo unspecified)
→ i	15%	2%	-3.0%	-5.1%	11%	-0.4%	-7%	6%
- COc1ccccc1N1CCN(c2ccc(Cl)nn2)CC1
→ i	10%	-2%	1.1%	-2.8%	-16%	0.4%	19%	x
- CCOC(=O)C1CCN(c2cc(C)nc3ccc(OC)cc23)CC1
→ i	8%	-9%	x	-7.8%	23%	-0.6%	-1%	-5%
- CC(NC(=O)COc1ccc(-c2nnco2)cc1)c1ccc(Cl)cc1Cl (stereo unspecified)
→ i	0%	8%	1.1%	2.4%	0%	-0.8%	-2%	-6%
- Nc1cc(Cl)ccc1N1CCOCC1
→ i	2%	14%	-2.2%	-6.9%	-4%	0.2%	-6%	-4%
- O=C1C2N=NN(CC(=O)N3N=C(c4cccc5ccccc45)CC3c3ccccc3)C2C(=O)N1c1ccccc1 (stereo unspecified)
→ i	7%	-8%	0.6%	-2.2%	0%	-0.4%	0%	3%
- COc1cc(-c2nnc(SCC(=O)/C(C#N)=C(\C)N)o2)cc(OC)c1OC
→ i	4%	1%	1.7%	-5.3%	4%	-0.1%	-4%	-1%
- O=C(COC(=O)Cc1c(F)cccc1Cl)NCCC1=CCCCC1
→ i	-1%	8%	3.0%	-1.5%	20%	-0.2%	8%	-6%
- O=C(NCc1ccc(F)cc1)c1cc(-c2cccs2)on1
→ i	-2%	0%	-0.5%	-5.1%	-9%	-0.5%	4%	7%
- N/C(Cc1ccc([N+](=O)[O-])cc1)=N\OC(=O)c1ccc(Br)o1
→ i	1%	-2%	-0.6%	-3.4%	-8%	0.3%	4%	-9%
- COc1cc(NC(=O)CN2C(=O)C(c3ccccc3)=NC23CCCCCC3)cc(OC)c1
→ i	3%	-1%	-2.1%	-5.8%	15%	-0.1%	-5%	12%
- COc1cc(C)ccc1S(=O)(=O)n1nc(C)cc1C
→ i	1%	1%	0.5%	-7.9%	0%	0.8%	5%	-1%
- CN(C)c1nc(OCCNC(=O)COc2ccc(Cl)cc2Cl)nc(N(C)C)n1
→ i	2%	2%	5.8%	-16%	1%	-1.2%	-5%	-7%
- O=C(N/N=C/C=C\c1cccc([N+](=O)[O-])c1)c1cccnc1
→ i	7%	6%	x	x	-8%	0.1%	11%	x
- O=[N+]([O-])c1ccc(Nc2nc(Cl)nc(NCCO)n2)cc1
→ i	13%	0%	-0.9%	-3.6%	0%	0.4%	2%	-7%
- O=C(NCc1ccccn1)C(=O)N/N=C/c1ccc2c(c1)OCO2
→ i	5%	1%	-0.7%	-2.2%	10%	0.4%	1%	0%
- CC1CC(C)CN(C(=O)CSc2nnc(-c3ccc(Cl)cc3)o2)C1 (stereo unspecified)
→ i	-2%	4%	-1.6%	-2.8%	2%	0.5%	0%	5%
- N=c1c2c(ncn1Cc1ccco1)Oc1cc(O)ccc1C2c1ccccc1 (stereo unspecified)
→ i	9%	-3%	x	x	2%	0.8%	-2%	x
- O=C1C2C3C=CC(C3)C2C(=O)N1c1ncn[nH]1 (stereo unspecified)
→ i	2%	-4%	-1.7%	0.1%	-4%	-0.4%	12%	-9%
- COCCn1nnnc1C(C(C)C)N(Cc1cccnc1)Cc1ccccc1Cl (stereo unspecified)
→ i	1%	11%	-2.5%	-0.2%	-4%	-0.2%	4%	6%
- CC(C)C(=O)NC(c1cccc([N+](=O)[O-])c1)c1c(O)ccc2ccccc12 (stereo unspecified)
→ i	9%	-1%	1.5%	-6.6%	-3%	-0.4%	-2%	27%
- O=C1NC(c2ccccc2OC(F)F)Oc2ccccc21 (stereo unspecified)
→ i	5%	-5%	-0.7%	1.1%	4%	1.1%	-6%	2%
- COc1ccccc1-c1cc(C(F)(F)F)c(C#N)c(=O)[nH]1
→ i	8%	-1%	0.8%	-4.2%	-17%	1.0%	8%	-6%
- O=C(OCCCCOC(=O)c1ccccc1)c1ccccc1
→ i	2%	0%	x	x	3%	-0.1%	14%	x
- O=C(CCCn1c(=S)[nH]c2cc3c(cc2c1=O)OCO3)NCc1ccco1
→ i	1%	0%	0.0%	-1.9%	-1%	0.2%	-1%	4%
- O=C(N/N=C\c1ccccc1OCc1ccccc1)c1ccco1
→ i	10%	-7%	-0.4%	-6.6%	3%	-0.3%	12%	6%
- COc1ccc(C)cc1Nc1cc(C)nc2ncnn12
→ x	0%	-9%	-3.8%	-5.2%	-2%	x	3%	4%
- CCOC(=O)N1CCN(C(=O)COC(=O)c2cc(Cl)c(O)c(Cl)c2)CC1
→ i	12%	-7%	1.3%	-7.1%	7%	0.7%	10%	0%
- C/C(N)=C(/C#N)C(=O)CSc1nnc(COc2ccccc2Cl)o1
→ i	-1%	22%	-0.6%	0.4%	10%	-1.1%	-1%	3%
- COc1ccc(C2CCCN2C(=S)Nc2c(C)cccc2C)cc1OC (stereo unspecified)
→ i	4%	2%	-5.8%	2.9%	3%	-0.8%	-1%	10%
- C/C(=N\N1CCN(C2c3ccccc3-c3ccccc32)CC1)c1ccncc1
→ i	2%	-6%	-1.9%	-4.3%	1%	-0.4%	3%	9%
- COc1ccc(C(=O)COC(=O)C(C(C)C)N2C(=O)C3C4C=CC(C4)C3C2=O)cc1 (stereo unspecified)
→ i	8%	0%	-0.7%	-6.7%	-4%	-0.4%	-3%	-5%
- COc1ccc(C(=O)Nc2scc(-c3ccc(Cl)cc3Cl)c2C(N)=O)cc1
→ i	0%	1%	2.9%	0.2%	-4%	0.0%	0%	7%
- Cc1nnsc1C(=O)NNc1ccc(Cl)cc1
→ i	-4%	-2%	x	x	2%	-0.1%	2%	x
- Cc1cccc(NC(=O)C2CCCN2C(=O)OCC(C)C)c1 (stereo unspecified)
→ i	5%	-13%	1.6%	-5.1%	-5%	0.7%	0%	-3%
- COc1ccc(C2/C=C\CN(C(=O)OCc3ccccc3)CC(=O)N2Cc2ccc(F)cc2)cc1 (stereo unspecified)
→ i	2%	0%	x	x	0%	-0.5%	1%	x
- OC(COCc1ccco1)CN1CCN(C(c2ccccc2)c2ccccc2)CC1 (stereo unspecified)
→ i	4%	-6%	0.0%	-6.9%	13%	-0.5%	0%	-5%
